M1 PAM: human M1 muscarinic receptor positive allosteric modulators, primary screen, CHO-K1 cells, Fluo-8 calcium fluorescence, 1536-well; Muscarinic acetylcholine receptor M1 (Homo sapiens), P11229; CHO-K1 hM1, ACh EC20; 0% = ACh EC20, 100% = maximal ACh; activation, % at 3 µM; hit rate 0.088% among 360,000; AID 588819, 2011; in the data active = activation above about 19%, passing the limit was not always enough
M4 antag: human M4 muscarinic receptor antagonists, primary screen, CHO cells, Fluo-8 calcium fluorescence; hit rate 0.73% among 360,000; CHO-hM4 cells, ACh EC80; Muscarinic acetylcholine receptor M4 (Homo sapiens), P08173; inhibition, % at 3 µM;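 active = inhibition above its plate's cutoff, the mean inhibition of sample wells plus 3 SD, cut at about 27% in these data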;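 note: 0% = acetylcholine EC80 with DMSO and 100% = DMSO without agonist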
Target sequence (P08173 whole entry, looked up): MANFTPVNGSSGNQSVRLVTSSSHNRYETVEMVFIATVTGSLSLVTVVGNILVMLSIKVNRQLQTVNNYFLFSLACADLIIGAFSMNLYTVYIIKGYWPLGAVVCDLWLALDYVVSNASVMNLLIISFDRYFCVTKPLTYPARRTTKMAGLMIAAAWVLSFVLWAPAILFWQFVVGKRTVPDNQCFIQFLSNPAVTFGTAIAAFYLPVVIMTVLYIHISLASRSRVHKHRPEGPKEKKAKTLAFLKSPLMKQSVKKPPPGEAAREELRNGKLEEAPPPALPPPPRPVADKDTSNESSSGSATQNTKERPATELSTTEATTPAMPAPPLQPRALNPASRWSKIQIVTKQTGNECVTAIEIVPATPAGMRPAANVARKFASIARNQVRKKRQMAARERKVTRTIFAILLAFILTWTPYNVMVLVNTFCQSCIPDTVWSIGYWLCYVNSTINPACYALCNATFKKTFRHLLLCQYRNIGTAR
CHRM5 agonist: human M5 muscarinic receptor agonists, primary screen, CHO-K1 cells, Fluo-8 calcium fluorescence; AID 624037, 2012; CHO-K1 hM5 cells; 0% DMSO wells, 100% maximal acetylcholine response; Muscarinic acetylcholine receptor M5 (Homo sapiens), P08912; hit rate 0.19% among 360,000; activation, % at 3 µM;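 active = activation above the run's mean over test compounds plus 3 SD, cut at about 23% in these data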;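 note: signal is peak over basal fluorescence ratio across the kinetic read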
Target sequence (P08912 whole entry, looked up): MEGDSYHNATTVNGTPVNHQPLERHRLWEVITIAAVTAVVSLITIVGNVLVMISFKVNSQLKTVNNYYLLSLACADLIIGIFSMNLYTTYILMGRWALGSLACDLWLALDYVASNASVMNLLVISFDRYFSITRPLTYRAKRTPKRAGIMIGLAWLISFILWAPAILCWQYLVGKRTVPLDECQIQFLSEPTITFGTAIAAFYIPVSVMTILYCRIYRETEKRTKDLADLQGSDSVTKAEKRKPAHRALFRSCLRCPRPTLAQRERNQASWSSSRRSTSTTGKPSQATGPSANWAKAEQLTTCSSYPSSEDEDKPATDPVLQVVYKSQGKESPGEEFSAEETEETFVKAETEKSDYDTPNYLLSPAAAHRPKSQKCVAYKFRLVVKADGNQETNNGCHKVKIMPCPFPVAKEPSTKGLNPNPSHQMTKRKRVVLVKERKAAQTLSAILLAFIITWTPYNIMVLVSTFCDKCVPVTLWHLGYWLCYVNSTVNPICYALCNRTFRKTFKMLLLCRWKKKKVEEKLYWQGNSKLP
CRFR2-BP antag: antagonists of CRF-BP/CRF-R2 complex, primary screen, cell-based, HEK293, calcium dye fluorescence, uHTS. hit rate 0.59% among 350,000. inhibition, % at 11.8 µM. CRF-induced calcium fluorescence;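 active = inhibition of the ligand-induced calcium signal above about 50% at the single tested concentration, limit read from the data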
CHRM4 agonist: human M4 muscarinic receptor agonists, primary screen, CHO-K1 cells, Fluo-8 calcium fluorescence | hit rate 0.14% among 360,000 | AID 624127, 2012 | Muscarinic acetylcholine receptor M4 (Homo sapiens), P08173 | CHO-K1 hM4/Gqi5; vehicle 0%, full acetylcholine response 100% | activation, % at 3 µM;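 active = activation above the run mean over all test wells plus 3 SD, cut at about 32% in these data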;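 note: peak over basal fluorescence ratio per well then scaled between controls; 0% = DMSO wells and 100% = acetylcholine at EC100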
M5 PAM: human M5 muscarinic receptor positive allosteric modulators, primary screen, CHO-K1 cells, Fluo-8 calcium fluorescence. Muscarinic acetylcholine receptor M5 (Homo sapiens), P08912. activation, % at 3 µM. CHO-K1 hM5, ACh EC20 PAM; 0% = ACh EC20, 100% = ACh EC100. hit rate 0.3% among 360,000;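 active = activation above the run cutoff, the mean activation of all test compounds plus 3 SD, cut at about 18% in these data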
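Assay system: CHO-K1 hM5 cells / Incubation: Fluo-8 loading 80 min at 37 °C plus 30 min room temperature / Technique: Fluo-8 calcium dye fluorescence, kinetic read / Repeats: single replicate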
CRFR2-BP ag: agonists of CRF-BP/CRF-R2 complex, primary screen, cell-based, HEK293, calcium dye fluorescence, uHTS; CRF-binding protein / CRF receptor 2 complex (human); calcium dye fluorescence (FLIPR); percent of saturating CRF peptide response; activation, % at 13.2 µM; hit rate 0.46% among 350,000;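 active = activation of at least 50%, plus an integration ratio under a set limit after plate pattern correction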;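 note: plate controls were neutral control wells without compound for no effect and CRF at EC100 for full effect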
CHRM5 antagonist: human M5 muscarinic receptor antagonists, primary screen, CHO cells, Fluo-8 calcium fluorescence. inhibition, % at 3 µM. Muscarinic acetylcholine receptor M5 (Homo sapiens), P08912. hit rate 0.59% among 360,000. CHO-hM5 cells, ACh EC80;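 active = inhibition above a per-plate cutoff, the mean of that plate's test compounds plus 3 SD, cut at about 27% in these data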;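 note: 0% = acetylcholine EC80 with DMSO and 100% = DMSO without agonist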
CHRM4 PAM: human M4 muscarinic receptor positive allosteric modulators, primary screen, CHO-K1 cells, Fluo-8 calcium fluorescence | Muscarinic acetylcholine receptor M4 (Homo sapiens), P08173 | CHO-K1 hM4/Gqi5, ACh EC20; 0% = ACh EC20, 100% = maximal ACh | activation, % at 3 µM | hit rate 0.4% among 360,000;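 active = activation above its plate's cutoff, the mean activation of sample wells plus 3 SD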; note: some results filed as inactive read as strong as hits
Active calls of the source: *.

Sample of the layout:
`CSCC[C@@H](Nc1nc(-c2ccccc2)nc2c1oc1ccccc12)C(=O)O` gave M1 PAM 4, M4 antag 5, CHRM5 agonist -2, CRFR2-BP antag 1, CHRM4 agonist 2, M5 PAM -6, CRFR2-BP ag 2.4, CHRM5 antagonist 6 and CHRM4 PAM 8.
Screening O=C(NCC(c1cccs1)N1CCOCC1)c1cn(-c2ccccc2)nc1-c1ccccc1 (stereo not given) returned M1 PAM -9, M4 antag 7, CHRM5 agonist -2, CRFR2-BP antag -5, CHRM4 agonist 11, M5 PAM -21, CRFR2-BP ag -1.9, CHRM5 antagonist 7 and CHRM4 PAM -9.

This part in full, repeating the preview:
`CSCC[C@@H](Nc1nc(-c2ccccc2)nc2c1oc1ccccc12)C(=O)O` gave M1 PAM 4, M4 antag 5, CHRM5 agonist -2, CRFR2-BP antag 1, CHRM4 agonist 2, M5 PAM -6, CRFR2-BP ag 2.4, CHRM5 antagonist 6 and CHRM4 PAM 8.
Screening O=C(NCC(c1cccs1)N1CCOCC1)c1cn(-c2ccccc2)nc1-c1ccccc1 (stereo not given) returned M1 PAM -9, M4 antag 7, CHRM5 agonist -2, CRFR2-BP antag -5, CHRM4 agonist 11, M5 PAM -21, CRFR2-BP ag -1.9, CHRM5 antagonist 7 and CHRM4 PAM -9.
`Cc1ccc(S(=O)(=O)CCC(=O)NCc2ccco2)cc1` gave M1 PAM 3, M4 antag -4, CHRM5 agonist -3, CRFR2-BP antag 10, CHRM4 agonist 1, M5 PAM 3, CRFR2-BP ag -2.6, CHRM5 antagonist 7 and CHRM4 PAM 2.
Screening CC(=O)Nc1ccc(/C=N\NC(=O)CNS(=O)(=O)c2ccc([N+](=O)[O-])cc2)cc1 returned M1 PAM 4, M4 antag 3, CHRM5 agonist 2, CRFR2-BP antag -9, CHRM4 agonist 1, M5 PAM -1, CRFR2-BP ag -0.6, CHRM5 antagonist 2 and CHRM4 PAM -2.
Screening O=C(COc1ccc(S(=O)(=O)NCc2ccccc2)cc1)NCC1CCCO1 (stereo not given) returned M1 PAM 6, M4 antag -3, CHRM5 agonist -2, CRFR2-BP antag 1, CHRM4 agonist 1, M5 PAM 2, CRFR2-BP ag -1.5, CHRM5 antagonist 3 and CHRM4 PAM 3.
Cc1cccc(NC(=O)c2ccc([N+](=O)[O-])cc2Cl)n1 was read as M1 PAM 7, M4 antag -13, CHRM5 agonist -2, CRFR2-BP antag 0, CHRM4 agonist 1, M5 PAM -1, CRFR2-BP ag -2.0, CHRM5 antagonist -2 and CHRM4 PAM 3.
COCC(=O)N1CCC(Oc2ccc(C(=O)NCCCC3CCCC3)cc2)CC1 was read as M1 PAM 3, M4 antag 1, CHRM5 agonist -5, CRFR2-BP antag 15, CHRM4 agonist 2, M5 PAM -1, CRFR2-BP ag 0.2, CHRM5 antagonist 2 and CHRM4 PAM -1.
Screening COc1cc(OC)c(OC)cc1CNC(=O)c1cc(=O)[nH]c2ccccc12 returned M1 PAM 4, M4 antag -31, CHRM5 agonist -4, CRFR2-BP antag -3, CHRM4 agonist 3, M5 PAM 3, CRFR2-BP ag -1.7, CHRM5 antagonist -4 and CHRM4 PAM -1.
Screening Cc1c(C(=O)N2CCN(C)CC2)oc2ccc(S(=O)(=O)N3CCOCC3)cc12 returned M1 PAM 7, M4 antag -11, CHRM5 agonist 0, CRFR2-BP antag -7, CHRM4 agonist 1, M5 PAM 2, CRFR2-BP ag -0.2, CHRM5 antagonist -3 and CHRM4 PAM 1.
`Cn1c(SCC(=O)NCCc2ccccc2)nnc1-c1ccco1` gave M1 PAM 5, M4 antag -7, CHRM5 agonist -8, CRFR2-BP antag 16, CHRM4 agonist 0, M5 PAM 5, CRFR2-BP ag -1.2, CHRM5 antagonist -2 and CHRM4 PAM 1.
`C/C(Cl)=C/Cn1c(SC(C)C)nc2c1c(=O)[nH]c(=O)n2C` gave M1 PAM -4, M4 antag -13, CHRM5 agonist -7, CRFR2-BP antag -15, CHRM4 agonist 0, M5 PAM 2, CRFR2-BP ag -4.9, CHRM5 antagonist -6 and CHRM4 PAM 14.
For COc1ccc(N(CC(=O)Nc2ccc(F)cc2)S(=O)(=O)c2ccccc2[N+](=O)[O-])c(OC)c1 the results were M1 PAM -3, M4 antag 3, CHRM5 agonist -4, CRFR2-BP antag -19, CHRM4 agonist 7, M5 PAM -10, CRFR2-BP ag 0.1, CHRM5 antagonist 15 and CHRM4 PAM -4.
For COc1ccc(S(=O)(=O)N2CCC(C(=O)NCC(=O)Nc3c(C)cccc3C)CC2)cc1OC the results were M1 PAM 19, M4 antag -10, CHRM5 agonist 0, CRFR2-BP antag -8, CHRM4 agonist 0, M5 PAM 4, CRFR2-BP ag 2.6, CHRM5 antagonist -8 and CHRM4 PAM 25*.
Screening Cc1ccc(-c2nc(NC(=O)c3nn(C)cc3[N+](=O)[O-])sc2C)cc1 returned M1 PAM 2, M4 antag -6, CHRM5 agonist -1, CRFR2-BP antag 9, CHRM4 agonist 3, M5 PAM 0, CRFR2-BP ag -1.8, CHRM5 antagonist -2 and CHRM4 PAM 6.
For Cc1cc(N2CCN(Cc3ccccc3)CC2)n2nc(C)c(-c3ccccc3)c2n1 the results were M1 PAM 4, M4 antag 2, CHRM5 agonist -1, CRFR2-BP antag 1, CHRM4 agonist 0, M5 PAM 4, CRFR2-BP ag 0.4, CHRM5 antagonist -4 and CHRM4 PAM 0.
For O=[N+]([O-])c1cc2c(c([N+](=O)[O-])c1)Nc1ccccc1O2 the results were M1 PAM -1, M4 antag 1, CHRM5 agonist 6, CRFR2-BP antag 28, CHRM4 agonist 15, M5 PAM -5, CRFR2-BP ag 29, CHRM5 antagonist 7 and CHRM4 PAM -3.
`O=C(CSc1nnnn1-c1ccccc1)Nc1ccc(N2CCOCC2)cc1` gave M1 PAM 10, M4 antag 6, CHRM5 agonist 5, CRFR2-BP antag -2, CHRM4 agonist 2, M5 PAM 8, CRFR2-BP ag -0.5, CHRM5 antagonist -1 and CHRM4 PAM -3.
`Cn1c(Cl)cnc1C1CC(=O)c2cc(Cl)ccc2O1` (stereo not given) gave M1 PAM 4, M4 antag 3, CHRM5 agonist -4, CRFR2-BP antag -21, CHRM4 agonist 1, M5 PAM 6, CRFR2-BP ag -1.2, CHRM5 antagonist 5 and CHRM4 PAM 9.
`Cc1nn(-c2cccc([N+](=O)[O-])c2)c(N)c1-c1ccccc1` gave M1 PAM 3, M4 antag 1, CHRM5 agonist -8, CRFR2-BP antag 57*, CHRM4 agonist 2, M5 PAM 7, CRFR2-BP ag 0.1, CHRM5 antagonist -2 and CHRM4 PAM -6.
For CCOC(=O)C1=CC[C@@H](c2ccccc2C(F)(F)F)N(S(=O)(=O)c2ccc(C)cc2)[C@H]1c1ccc(C#N)cc1 the results were M1 PAM 3, M4 antag 5, CHRM5 agonist 1, CHRM4 agonist 0, M5 PAM -5, CHRM5 antagonist 12 and CHRM4 PAM 0.
Screening Cc1cc(OCc2nc(-c3ccc(NC(=O)c4cccnc4)cc3)no2)ccc1Cl returned M1 PAM 3, M4 antag -1, CHRM5 agonist 1, CRFR2-BP antag 7, CHRM4 agonist 1, M5 PAM 2, CRFR2-BP ag 0.7, CHRM5 antagonist -10 and CHRM4 PAM 7.
For CCn1c(SC)nc2cc(S(=O)(=O)N3CCCCC3)ccc21 the results were M1 PAM 6, M4 antag -12, CHRM5 agonist -2, CRFR2-BP antag -3, CHRM4 agonist 2, M5 PAM -7, CRFR2-BP ag 0.1, CHRM5 antagonist 6 and CHRM4 PAM 11.
`COc1ccccc1NS(=O)(=O)c1cc(NC(=O)Cn2cnc3c2c(=O)n(C)c(=O)n3C)ccc1C` gave M1 PAM 2, M4 antag -5, CHRM5 agonist -2, CRFR2-BP antag 17, CHRM4 agonist 1, M5 PAM -4, CRFR2-BP ag 6.5, CHRM5 antagonist -3 and CHRM4 PAM 5.
`Cc1ccc(S(=O)(=O)N2CCCCC2)cc1NC(=O)CSCC(=O)O` gave M1 PAM 14, M4 antag 1, CHRM5 agonist 1, CRFR2-BP antag -1, CHRM4 agonist 0, M5 PAM 4, CRFR2-BP ag -1.2, CHRM5 antagonist 0 and CHRM4 PAM 3.
`CCN1CCN(c2cc(C)c3cc(NC(=S)N4CCN(c5ccc(F)cc5)CC4)ccc3n2)CC1` gave M1 PAM -1, M4 antag -9, CHRM5 agonist 1, CRFR2-BP antag -12, CHRM4 agonist 2, M5 PAM -2, CRFR2-BP ag -0.1, CHRM5 antagonist 11 and CHRM4 PAM -4.
COc1cccc(NC(=O)CN(C)C(=O)c2ccc(COc3ccccc3)o2)c1 was read as M1 PAM 2, M4 antag -16, CHRM5 agonist -1, CRFR2-BP antag 1, CHRM4 agonist 7, M5 PAM -5, CRFR2-BP ag 0.1, CHRM5 antagonist 5 and CHRM4 PAM 9.
Screening Nc1ncnc2c1ncn2[C@@H]1O[C@H](CNCc2cn(CC(=O)NC3CC3)c3ccccc23)[C@@H](O)[C@H]1O returned M1 PAM 11, M4 antag -10, CHRM5 agonist 0, CRFR2-BP antag -7, CHRM4 agonist 0, M5 PAM -2, CRFR2-BP ag -0.3, CHRM5 antagonist -5 and CHRM4 PAM 0.
`O=C(COc1cc(Cl)ccc1Cl)Nc1nnc(C2CC2)s1` gave M1 PAM -2, M4 antag 1, CHRM5 agonist -2, CRFR2-BP antag -41, CHRM4 agonist 1, M5 PAM 0, CRFR2-BP ag -0.1, CHRM5 antagonist -8 and CHRM4 PAM 2.
`O=C(O)c1sc2ncccc2c1OCc1ccccc1` gave M1 PAM 4, M4 antag 0, CHRM5 agonist -2, CRFR2-BP antag 39, CHRM4 agonist 0, M5 PAM 4, CRFR2-BP ag 0.5, CHRM5 antagonist -3 and CHRM4 PAM 3.
CC(=O)NC1CCN(C(=O)N2CCCC2)CC1 was read as M1 PAM 10, M4 antag -2, CHRM5 agonist -4, CRFR2-BP antag -8, CHRM4 agonist 1, M5 PAM 3, CRFR2-BP ag -0.7, CHRM5 antagonist 0 and CHRM4 PAM 5.
For O=C(Cn1cncn1)c1ccccc1 the results were M1 PAM 3, M4 antag 6, CHRM5 agonist -1, CRFR2-BP antag 1, CHRM4 agonist 0, M5 PAM 10, CRFR2-BP ag 2.5, CHRM5 antagonist -9 and CHRM4 PAM -4.
C/C(=N\NC(=O)c1cccc(Cl)c1)c1cccc(NC(=O)c2ccco2)c1 was read as M1 PAM 3, M4 antag 2, CHRM5 agonist -4, CRFR2-BP antag 18, CHRM4 agonist 0, M5 PAM -4, CRFR2-BP ag -1.9, CHRM5 antagonist -5 and CHRM4 PAM 0.
Screening COc1ccc(NC(=O)Cc2c(C(=O)O)n(C)c3ccccc23)cc1OC returned M1 PAM -9, M4 antag 4, CHRM5 agonist -3, CRFR2-BP antag -4, CHRM4 agonist 1, M5 PAM 12, CRFR2-BP ag -0.2, CHRM5 antagonist -5 and CHRM4 PAM 3.

Bioassay records deposited in PubChem by several laboratories.
